Screening data (PubChem BioAssay)
tuberculosis growth: growth inhibition of non-replicating M. tuberculosis (AID 488890); Mycobacterium tuberculosis non-replicating, growth inhibition; higher % means a stronger effect; inhibition, % at 25 µM; hits with a dose series show IC50 in µM; actives 0.39% (n = 320,000); in the data active = a potency from the dose series; inconclusive = inhibition mostly from about 82% at the one dose, without a potency; inactive = the rest, 99 in 100 with inhibition below about 76%;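 also: plate controls were DMSO cells for no effect and high antibiotic wells for full effect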
inhibitors of VEEV: inhibitors of VEEV TC-83 cytopathic effect, confirmation, Vero cells (AID 588727); actives 0.13% (n = 350,000); Vero cells, VEEV TC-83 cytopathic effect inhibition; higher % means a stronger effect; inhibition, % at 20 µM, or IC50 in µM where a hit was titrated; in the data active = a potency from the dose series; inconclusive = inhibition mostly from about 14% at the one dose, without a potency; inactive = the rest, 99 in 100 with inhibition below about 12%; also: strong numbers were not always called active
M. tuberculosis HTS: M. tuberculosis growth inhibition, HTS (AID 449762); M. tuberculosis H37Rv growth inhibition, 7H9 media; higher % means a stronger effect; inhibition, % at 25 µM; hits with a dose series show IC50 in µM; actives 0.59% (n = 330,000); in the data active = a potency from the dose series; inconclusive = inhibition above about 70% without an active follow-up result;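 also: bacterial growth assessed after seven days of incubation; strong numbers were not always called active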
Salmonella PhoP GFP: Inhibition of PhoP regulon, Salmonella typhi GFP reporter cells, confirmation, 4 h (AID 1850); Salmonella Typhi PhoP-promoter GFP reporter, fluorescence, 4 h; higher % means a stronger effect; inhibition, % at 50 µM; hits with a dose series show IC50 in µM; actives 0.33% (n = 310,000); in the data active = a potency from the dose series; inconclusive = inhibition mostly from about 25% at the one dose, without a potency; inactive = the rest, 99 in 100 with inhibition below about 19%;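 also: 0% = induced wells with vehicle and 100% = uninduced wells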
influenza NS1A: NS1A inhibition, H1N1 influenza, cell based functional assay (AID 504329); NS1A functional cell-based assay, percent inhibition; higher % means a stronger effect; inhibition, % at 12.5 µM, or IC50 in µM where a hit was titrated; actives 0.3% (n = 340,000); in the data active = a potency from the dose series; inconclusive = inhibition above about 27% without an active follow-up result; also: strong numbers were not always called active
inhibitors of VEEV 10K pilot screen: further read-out of inhibitors of VEEV, marked with its call; inhibition, %; measured here: 10K pilot screen inhibition
The depositor's hits bear a star; i = inactive; ? = inconclusive; · = not tested or not shown.

SMILES	tuberculosis growth	inhibitors of VEEV	M. tuberculosis HTS	Salmonella PhoP GFP	influenza NS1A	others
CC(C)c1nc2sc3c(=O)[nH]c(=S)[nH]c3c2c2c1CCCC2	4%	i	-9%	22%	-8%
COc1ccc(CC(NC(C)=O)C(=O)NC2CCN(C(=O)NCc3ccccc3)CC2)cc1OC (configuration not stated)	-20%	i	0%	8%	-5%
O=[N+]([O-])c1ccc(NCc2ccc(Cl)cc2)nc1	38%	i	-6%	11%	2%
Cc1ccc(NC2CCCN(C(=O)c3cc(C(C)C)[nH]n3)C2)cc1C (configuration not stated)	5%	3.4%	-6%	-11%	1%
CC(OC(=O)CCCC(=O)Nc1ccc(F)cc1)C(=O)c1ccccc1 (configuration not stated)	3%	0.7%	0%	18%	0%
CC(=O)c1ccc(NC(=O)Nc2ccc([N+](=O)[O-])cc2C)cc1	2%	0.6%	10%	-4%	-4%
COc1ccccc1NC(=O)C1CCC(CNc2c(N3CCCCC3)c(=O)c2=O)CC1 (configuration not stated)	-28%	3.9%	-7%	0%	2%
CCS(=O)(=O)N1CCc2nc(-c3ccccc3)sc2C1	0%	4.7%	0%	-17%	-21%
COc1cccc(/C=N/NC(=O)c2cccs2)c1	51%	0.7%	8%	7%	-17%
CC(=O)c1cn(-c2ccc(Cl)cc2)c(=O)n(Cc2ccc(F)cc2)c1=O	11%	7.5%	67%	-3%	3%
COc1cccc(CNCc2cccc(Br)c2)c1OC	8%	1.0%	-1%	-16%	-2%	inhibitors of VEEV 10K pilot screen=0.2
Cc1cccc(OCC(=O)N2CCC3(CC2)CC(=O)c2ccccc2O3)c1	0%	i	-1%	1%	-25%
COc1ccc(NC(=O)Nc2cccc3ccccc23)c(OC)c1	0%	0.5%	12%	-9%	-1%
NC(CO)C(=O)NNCc1ccc(O)c(O)c1O (configuration not stated)	15%	i	16%	10%	19%
Cc1c(C(=O)N2CCOCC2)oc2ccccc12	-3%	1.7%	-10%	·	-1%
O=C(Nc1cccc2ncccc12)c1cc2ccccc2o1	14%	10%	-8%	-9%	-14%
Cc1csc(SCC(=O)NC23CC4CC(CC(C4)C2)C3)n1	32%	1.1%	1%	5%	-16%
COc1cc(Cl)ccc1OCc1cc(C(=O)NCC(C)c2ccccc2)no1 (configuration not stated)	18%	6.3%	2%	2%	-4%
CCC(COC)NCc1cn(-c2ccc(F)cc2F)nc1-c1ccccc1C (configuration not stated)	27%	i	-5%	11%	-8%
COC(=O)COc1c(Cl)cc(Cl)c2ccc(C)nc12	80%	1.6%	64%	3%	2%
COc1ccc(NC(=O)c2sc(N3CCOCC3)nc2-c2ccccc2)c(OC)c1	61%	12%	51%	-6%	10%
COc1cc(C(=O)NC2CCCc3ccccc32)cc(OC)c1OC (configuration not stated)	-9%	1.9%	-3%	3%	-2%
CCN(C(=O)CSc1nnc(-c2ccccc2C)n1C)c1c(N)n(Cc2ccccc2)c(=O)[nH]c1=O	·	5.0%	·	·	-5%
CCCc1nc2c(=O)n(C)c(=O)nc-2n(C)n1	·	i	·	·	5%
CCOc1ccc(/C=N\NC(=O)c2c(C)nc3cc(C)ccn23)cc1	-23%	5.3%	0%	10%	-5%
Cc1ccc(NC(=O)CN(C)C(=O)c2cc(-c3cccs3)nn2-c2ccccc2)cc1	34%	8.3%	14%	·	-11%
COc1cc(C(=O)NCCNC(=O)c2ccc(C)nc2)cc(OC)c1OC	-12%	0.5%	-8%	3%	3%
O=C(NCC(c1cccnc1)N1CCN(c2ccc(F)cc2)CC1)C1CCCCC1 (configuration not stated)	14%	i	-2%	-7%	-3%	inhibitors of VEEV 10K pilot screen=0.2
Cc1cn(C2CC(O)C(CO)O2)c(=O)n(CCCc2ccccc2)c1=O (configuration not stated)	·	2.6%	·	·	-25%
Cc1cnn(C(=S)NCc2ccc(Cl)cc2)c1	38%	·	13%	-12%	·

Ordered by SMILES length (rising): 3 of the compounds above
SMILES	tuberculosis growth	inhibitors of VEEV	M. tuberculosis HTS	Salmonella PhoP GFP	influenza NS1A	others
O=C(Nc1cccc2ncccc12)c1cc2ccccc2o1	14%	10%	-8%	-9%	-14%
Cc1cn(C2CC(O)C(CO)O2)c(=O)n(CCCc2ccccc2)c1=O (configuration not stated)	·	2.6%	·	·	-25%
O=C(NCC(c1cccnc1)N1CCN(c2ccc(F)cc2)CC1)C1CCCCC1 (configuration not stated)	14%	i	-2%	-7%	-3%	inhibitors of VEEV 10K pilot screen=0.2

Remaining list, next part.
SMILES	tuberculosis growth	inhibitors of VEEV	M. tuberculosis HTS	Salmonella PhoP GFP	influenza NS1A	others
CCC(=O)Nc1cc(-c2nn(C)c(=O)c3ccccc23)ccc1N1CCOCC1	17%	7.2%	-5%	4%	9%
COCCNC(=O)C(=O)NCC1OCCN1S(=O)(=O)c1cc(F)ccc1F (configuration not stated)	0%	0.6%	-10%	-3%	-4%
CCOc1ccc(NC(=O)C2Cc3ccccc3CN2S(=O)(=O)CC)cc1 (configuration not stated)	34%	3.5%	4%	-7%	1%
Cc1ccc(SCc2ccc(C(=O)Nc3cccc([N+](=O)[O-])c3)cc2)cc1	21%	0.1%	-8%	-4%	2%
COc1ccc(C(=O)Nc2sc3c(c2C(=O)O)CC(C)(C)OC3)cc1	51%	1.7%	34%	-5%	-5%
Cc1cccc2nc(CSc3ccc(Cl)cc3)cn12	68%	2.9%	7%	1%	-4%
CCOC(=O)C1(C)C=C(Nc2cccc(OC)c2)C(=O)N1c1ccccc1 (configuration not stated)	18%	2.0%	7%	3%	-18%
Cc1cc(C)cc(C(=O)NCC(=O)OCC(=O)NC2CCCc3ccccc32)c1 (configuration not stated)	10%	1.3%	6%	·	0%
O=C(CN1c2cccc3cccc(c23)S1(=O)=O)Nc1ccc(F)c(F)c1F	-2%	?	-6%	·	-10%
CCN(CC)CCNc1nc2c(c(=O)n(C)c(=O)n2C)n1C/C=C(/C)Cl	-15%	i	-2%	-8%	12%
O=C(CN1C(=O)S/C(=C\c2ccccc2)C1=O)NNC(=O)c1ccccc1O	3%	0.1%	1%	-10%	0%
Cc1ccc2c(ccc(=S)n2C)c1	1%	0.7%	-3%	-2%	8%
Cc1ccc(-c2nnc(SCC(=O)N3CCCC3)o2)cc1	?	4.8%	2%	4%	-10%
CC/C(=N\NC(=O)c1ccc(-c2ccccc2)cc1)C12CC3CC(CC(C3)C1)C2	11%	3.2%	4%	9%	-4%
CCCNC1=C(C)C(=O)CC1	1%	2.4%	3%	-1%	-11%

A run of entries of the results above:
SMILES	tuberculosis growth	inhibitors of VEEV	M. tuberculosis HTS	Salmonella PhoP GFP	influenza NS1A	others
CC/C(=N\NC(=O)c1ccc(-c2ccccc2)cc1)C12CC3CC(CC(C3)C1)C2	11%	3.2%	4%	9%	-4%
CCCNC1=C(C)C(=O)CC1	1%	2.4%	3%	-1%	-11%

Remaining list, next part.
SMILES	tuberculosis growth	inhibitors of VEEV	M. tuberculosis HTS	Salmonella PhoP GFP	influenza NS1A	others
O=C(/C=C/c1ccc(F)cc1)NCCCN1CCN(CCCNC(=O)/C=C/c2ccc(F)cc2)CC1	11%	0.1%	-7%	-1%	-2%
Cc1ccc(-n2c(C)cc(C(=S)N3CCOCC3)c2C)cc1C	30%	i	53%	-1%	12%
COc1cc(-c2cc(C(=O)NCCc3ccc(S(N)(=O)=O)cc3)c3ccccc3n2)cc(OC)c1OC	14%	5.4%	-1%	11%	-11%
CCOc1ccc(N(CC(=O)Nc2ccccc2C(=O)NCc2ccco2)S(C)(=O)=O)cc1	9%	i	-5%	-3%	5%
CCN(CC)C1=CC(=[N+]2CCCC2)CC(C)(C)C1	15%	0.2%	-5%	0%	11%
O=S(=O)(Nc1ccccc1F)c1ccc2nsnc2c1	-5%	0.5%	-7%	-11%	2%
Cc1occc1C(=O)Nc1ccccc1C(=O)O	26%	1.9%	-6%	-19%	6%
CSCCC(NC(=O)COc1ccccc1)C(=O)OCCOc1ccc(C)cc1 (configuration not stated)	-10%	i	24%	·	10%
CCC(CC)C(=O)Nc1cccc(C(=O)N2CCCC2)c1	2%	i	-3%	-4%	6%
Cc1c(C(=O)O)oc2c1C(=O)CC(C)(C)C2	-7%	1.5%	2%	3%	-8%
COc1ccc(-c2csc(NC3OC(=O)c4c3ccc(OC)c4OC)n2)cc1OC (configuration not stated)	-2%	10%	2%	-3%	-18%
CC1(C)CNC(=O)c2sc(NC(=O)c3ccccc3)nc2C1	2%	1.1%	6%	-1%	-12%
CCOc1ccc(NS(=O)(=O)c2cccc(C(=O)N3CCN(C/C=C/c4ccccc4)CC3)c2)cc1	·	5.7%	·	·	-1%
Cc1ccnc(S(=O)(=O)Cc2ccc([N+](=O)[O-])cc2)n1	-10%	1.8%	3%	-2%	-20%
Cc1ccc(S(=O)(=O)N2C[C@@H]3CCCC[C@@H]3[C@@H](C)[C@H]2CC(=O)c2ccccc2)cc1	·	0.3%	·	·	-6%
CN(Cc1c(F)cccc1Cl)C(=O)c1cnc2ccccc2n1	4%	1.3%	18%	8%	-6%
O=C(NCc1cccc(C(F)(F)F)c1)c1ccc2c(c1)OCO2	·	7.0%	·	·	18%
O=C(O)c1ccc(S(=O)(=O)N2CCc3ccccc3C2)cc1	18%	0.3%	6%	-12%	0%
CCCc1nn(-c2cc(Cl)ccc2OC)c2c1C(=O)CC(C)(C)C2	·	i	7%	·	4%
COc1ccc(CCNC(=O)C2CC2)cc1	1%	i	-2%	-6%	-1%
COc1ccc(CNC(=O)C2(CC3CC(c4ccccc4)=NO3)CCN(C(=O)OC(C)(C)C)CC2)cc1 (configuration not stated)	26%	0.7%	13%	-6%	0%
COc1cc(OC)c(C(=O)NC2CCCc3ccccc32)cc1OC (configuration not stated)	7%	2.3%	5%	1%	-1%
CC(=O)/C(CN1CCCCC1)=N\O	-8%	0.8%	-5%	-5%	-4%
CCCN(CCC)S(=O)(=O)c1ccc(NC(=O)C2CCCO2)cc1 (configuration not stated)	22%	i	-4%	15%	2%
CC(C)n1nc(C(=O)NCc2ccc3c(c2)OCO3)c2ccccc2c1=O	7%	0.4%	0%	-6%	-7%
CCCN1CCN(C(=O)CCCn2c(C)c3cnn(-c4ccccc4)c(=O)c3c2C)CC1	-5%	i	0%	-2%	9%	inhibitors of VEEV 10K pilot screen=0.1
CCOC(=O)Cc1csc(NC(=O)/C=C/c2cccc(Br)c2)n1	52%	2.8%	4%	-31%	-6%
O=C(Nc1ccc(Cl)cc1)C1CCCN(c2ncnc3c2nc2n3CCCCC2)C1 (configuration not stated)	24%	11%	?	7%	0%
O=C(Cc1cccs1)Nc1ccc(F)c(F)c1	39%	i	2%	-5%	-1%
O=C(CN1C(=O)NC2(CCCC2)C1=O)OCCOc1cccc(Br)c1	-7%	0.5%	-5%	3%	-4%
CC(=O)NCCc1cc2ccc(C)cc2[nH]c1=O	4%	7.5%	6%	-1%	-1%
O=C(CS(=O)(=O)c1ccccc1)N(CCCN1CCOCC1)c1nc2c(F)cccc2s1	-10%	1.4%	-2%	3%	-1%
CCC1(CC)NC(=O)N(Cc2nc3ccccc3s2)C1=O	11%	1.0%	3%	4%	-2%
Cc1cc(C)nc(SCc2cc(=O)c(OC(=O)c3cccc([N+](=O)[O-])c3)co2)n1	20%	0.5%	8%	1%	8%
CN(C)S(=O)(=O)c1ccc(C(=O)Nc2ccc(CCC(=O)N3CCCC3)cc2)cc1	·	0.3%	·	·	-2%
COc1ccc(F)cc1S(=O)(=O)Nc1ccc2c(c1)OCCO2	1%	0.0%	-13%	-6%	4%
COC(=O)c1[nH]c2ccc(Cl)cc2c1NC(=O)CCN1CCN(C2CCCCC2)CC1	6%	5.2%	-3%	-3%	1%
CCCc1ccc2oc(C(=O)NCCc3nc(C(=O)OCC)cs3)c(C)c2c1	·	8.4%	·	·	-15%
Cn1c2c(c(=O)n(C)c1=O)C(CC(=O)Nc1ccccc1F)C(=O)N2 (configuration not stated)	-15%	4.7%	1%	3%	·
CCCCOc1ccc(C(=O)O)cc1	14%	2.0%	0%	-16%	-8%
COc1ccc(-n2c(=O)/c(=C\c3cccs3)s/c2=C(/C#N)C(=O)N2CCN(C)CC2)cc1	2%	0.2%	12%	-4%	11%
O=C(CSc1nc(=O)n2ccccc2n1)NCCc1ccccc1	-9%	1.9%	-8%	-4%	-2%
CC(OC(=O)c1cc(Br)ccc1O)C(=O)NC1(C#N)CCCCC1 (configuration not stated)	0%	0.5%	-5%	0%	-1%

Gathered by group, the entries above containing a cyano group (2)
SMILES	tuberculosis growth	inhibitors of VEEV	M. tuberculosis HTS	Salmonella PhoP GFP	influenza NS1A	others
COc1ccc(-n2c(=O)/c(=C\c3cccs3)s/c2=C(/C#N)C(=O)N2CCN(C)CC2)cc1	2%	0.2%	12%	-4%	11%
CC(OC(=O)c1cc(Br)ccc1O)C(=O)NC1(C#N)CCCCC1 (configuration not stated)	0%	0.5%	-5%	0%	-1%
